# Screening results: PubChem BioAssay, The Scripps Research Institute Molecular Screening Center
# PAFAH2 inh = PAFAH2 (human) inhibition | recombinant PAFAH2, FP-rhodamine activity probe, fluorescence polarization | actives 0.99% (n = 340,000) | inhibition, % at 3.39 µM | Q99487;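 active means inhibition above the mean over all tested compounds plus 3 SD, cut at about 30% in these data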;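 further: inhibitors block probe labeling of enzyme so polarization drops; 0% = enzyme with DMSO and 100% = wells lacking PAFAH2 protein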
# LYPLA1 counter = blocks human lysophospholipase 1, a PME1 counter-screen | recombinant LYPLA1, FP-Rh probe fluorescence polarization | O75608 | inhibition, % at 5.9 µM | actives 0.16% (n = 320,000);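 active means inhibition above the mean of all tested compounds plus 3 SD, set per campaign, cut at about 14% in these data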;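 further: inhibitors block serine hydrolase probe labeling of LYPLA1 so polarization falls; 0% = enzyme with DMSO and 100% = wells lacking LYPLA1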
# Target sequence (O75608 whole entry, looked up): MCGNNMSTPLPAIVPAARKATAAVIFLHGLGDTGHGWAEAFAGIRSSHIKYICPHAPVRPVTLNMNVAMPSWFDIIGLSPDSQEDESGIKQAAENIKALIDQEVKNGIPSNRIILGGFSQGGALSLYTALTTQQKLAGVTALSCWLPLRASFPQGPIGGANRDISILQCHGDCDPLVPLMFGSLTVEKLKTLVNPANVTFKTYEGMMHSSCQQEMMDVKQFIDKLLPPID
# EBNA-1 inhibitor = blocks EBNA-1 binding to DNA | EBNA-1 DNA binding, fluorescence polarization | inhibition, % at 14.8 µM | actives 0.34% (n = 300,000) | AID 1950; in the data active means inhibition above about 28%
# GSTO1 counter = counter-screen for RBBP9 inhibitors: inhibitors of human GSTO1; recombinant GSTO1, activity-based probe fluorescence polarization; inhibition, % at 5.96 µM; actives 1.1% (n = 300,000); AID 1974;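 active means inhibition above the campaign mean inhibition plus 3 SD, cut at about 35% in these data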;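 further: 0% = GSTO1-1 with DMSO and 100% = wells lacking GSTO1-1 enzyme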
# Target sequence (P78417 whole entry, looked up): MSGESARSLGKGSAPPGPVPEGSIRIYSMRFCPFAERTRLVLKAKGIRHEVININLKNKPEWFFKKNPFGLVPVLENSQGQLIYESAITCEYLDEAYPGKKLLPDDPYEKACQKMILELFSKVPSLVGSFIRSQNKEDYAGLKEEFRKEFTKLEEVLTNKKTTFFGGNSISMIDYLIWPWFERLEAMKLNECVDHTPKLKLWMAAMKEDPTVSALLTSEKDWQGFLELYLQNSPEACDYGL
# LYPLA2 counter = counter-screen for PME1 inhibitors: inhibitors of human LYPLA2. AID 2177. recombinant LYPLA2, FP-Rh probe fluorescence polarization. actives 0.38% (n = 320,000). inhibition, % at 5.9 µM. O95372;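 active means inhibition above the screen-wide mean plus 3 SD, limit set per campaign, cut at about 26% in these data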;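 further: 0% = LYPLA2 with DMSO and 100% = wells lacking LYPLA2 enzyme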
# Target sequence (O95372 whole entry, looked up): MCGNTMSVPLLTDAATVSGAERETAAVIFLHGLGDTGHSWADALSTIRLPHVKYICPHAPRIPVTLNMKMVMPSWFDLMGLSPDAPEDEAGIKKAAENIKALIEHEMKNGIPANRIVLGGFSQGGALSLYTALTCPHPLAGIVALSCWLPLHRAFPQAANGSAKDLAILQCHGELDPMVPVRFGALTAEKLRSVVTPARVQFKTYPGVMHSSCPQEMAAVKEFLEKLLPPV
# PREPL inhibitor = inhibitors of human prolyl oligopeptidase-like enzyme PREPL. actives 0.68% (n = 320,000). recombinant PREPL, fluorescence polarization activity-based probe. AID 2751. inhibition, % at 5.96 µM. Q4J6C6; in the data active means inhibition above about 43%;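 further: 0% = enzyme with DMSO and 100% = wells lacking enzyme; many of its hits are not listed in these tables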
# PAFAH1B3 FP inh = blocks human PAF acetylhydrolase 1B catalytic subunit 3 | inhibition, % at 3.39 µM | Q15102 | recombinant PAFAH1B3, FP-rhodamine probe, fluorescence polarization | actives 0.28% (n = 340,000);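 active means inhibition above the screen-wide average of all tested compounds plus 3 SD, cut at about 25% in these data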;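 further: 0% = enzyme with DMSO only and 100% = wells lacking PAFAH1B3 protein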
# Target sequence (Q15102 whole entry, looked up): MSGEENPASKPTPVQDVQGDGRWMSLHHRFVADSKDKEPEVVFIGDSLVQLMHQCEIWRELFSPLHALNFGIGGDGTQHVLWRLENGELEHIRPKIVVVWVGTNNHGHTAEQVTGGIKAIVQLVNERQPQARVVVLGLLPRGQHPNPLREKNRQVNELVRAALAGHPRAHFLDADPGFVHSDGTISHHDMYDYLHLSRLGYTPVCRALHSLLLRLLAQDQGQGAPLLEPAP
# PAD4 FP inh = blocks human protein arginine deiminase 4 | AID 485272 | recombinant PAD4, RCA probe fluorescence polarization | actives 0.41% (n = 330,000) | inhibition, % at 6.36 µM;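 active means percent inhibition above a cutoff equal to the mean of all tested compounds plus 3 SD, cut at about 15% in these data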;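 further: 0% = PAD4 with RCA probe and DMSO and 100% = probe without PAD4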
# ZTA counter = blocks Epstein-Barr virus ZTA, an EBNA-1 counter-screen; actives 0.15% (n = 320,000); ZTA-DNA binding, fluorescence polarization; inhibition, % at 11 µM; AID 2234; P03206; in the data active means inhibition above about 33%
# * marks the source's active call; other numbers are inactive results; / = not tested or not shown; & = joins results of further samples. Some of the compounds tested; rates above refer to the full screens.
SMILES,PAFAH2 inh,LYPLA1 counter,EBNA-1 inhibitor,GSTO1 counter,LYPLA2 counter,PREPL inhibitor,PAFAH1B3 FP inh,PAD4 FP inh,ZTA counter
CC(C)(C)NC(=O)CSc1nnc(NC(=O)CCn2cnc3ccccc3c2=O)s1,0,-3,1,0,-4,14,11,-7,4
COC(=O)c1cc(NC(=O)Nc2ccccc2OC)cc(C(=O)OC)c1,-3,-6,1,-8,-11,0,10,-2,-9
COc1ccc(CNC(=O)CN(C(=O)CCC(=O)Nc2ccccn2)c2cccc(C)c2)cc1,-4,0,8,-6,11,8,9,2,-11
CCOc1ccc(S(=O)(=O)N2CCN(C(=O)c3ccc(C)c(S(=O)(=O)N4CCOCC4)c3)CC2)cc1,10,/,/,/,/,11,6,-3,/
Cc1ccc2c(=O)cc(C(=O)NCCc3ccc(S(N)(=O)=O)cc3)oc2c1C,-1,-2,12,1,5,-3,5,-4,-4
CC(C)(C)[C@H]1C=C(C(=O)NC2CC2)O[C@@H](OCc2ccc(CO)cc2)C1,-6,6,2,5,2,-3,3,-4,5
COc1ccc(NC(=O)C2C3C=CC(C3)C2C(=O)NCc2ccccn2)c(OC)c1 (stereo not drawn),4,2,-16,-6,-5,11,2,-5,8
CC(=O)Nc1cccc(N2C(=O)CC(Cc3ccccc3)C2=O)c1 (stereo not drawn),-3,7,0,4,15,-2,-1,0,-1
COc1ccccc1Nc1nc(N)nc(CSC(=S)N2CCCCC2C)n1 (stereo not drawn),24,-3,-4,4,-5,-1,3,1,7
COc1ccc(C(=O)NCC(=O)N2CC=C(c3ccccc3)CC2)cc1OC,-5,2,/,/,6,8,2,2,15
O=C(Nc1ccc(Cl)c(Cl)c1)Nc1ccc(N2CCCC2)c(S(=O)(=O)Nc2ccccc2Cl)c1,-84,-29,-3,-76,-29,17,-7,-10,-5
COc1ccc(/C=C/c2nc3ccccc3n2C)cc1,5,2,8,1,2,10,5,-4,16
O=C(O/N=C1\CCCc2ccccc21)c1cccc(Cl)c1,12,-4,3,3,-4,0,0,3,6
Cc1ccc(C)c(OCC(=O)Nc2ccc3c(c2)OCO3)c1,-1,-3,-3,-4,0,27,6,-1,-10
COc1ccc(-c2nn(CCC#N)cc2C=C(C#N)C#N)cc1,-3,1,3,-1,2,1,2,8,-3
O=C(O)C(O)c1ccccc1 (stereo not drawn),9&10,-5&-5,10&-3,4&31,-9&1,9&5,4&16,-4&0,0&-6
COc1ccc(Br)cc1CNC(=O)C1CCCN(S(=O)(=O)N2CC(C)CC(C)C2)C1 (stereo not drawn),-3,-1,8,-4,2,1,9,-2,-2
Cc1cc(=O)oc(C)c1C(=O)NCCC(C)C,5,-1,1,-7,0,8,7,3,16
CC(C)(C)N(Cc1cc2ccccc2[nH]c1=O)C(=O)c1cccnc1,2,-2,5,-3,-6,2,0,2,1
Cc1nnc(NC(=O)C2CCN(S(=O)(=O)c3ccc(F)c(F)c3)CC2)o1,-4,/,/,/,/,10,9,1,/

# Three compounds from above, ordered by their value in PAFAH2 inh, lowest first:
compound	PAFAH2 inh
COc1ccc(C(=O)NCC(=O)N2CC=C(c3ccccc3)CC2)cc1OC	-5
Cc1nnc(NC(=O)C2CCN(S(=O)(=O)c3ccc(F)c(F)c3)CC2)o1	-4
Cc1cc(=O)oc(C)c1C(=O)NCCC(C)C	5

# (more compounds)
SMILES,PAFAH2 inh,LYPLA1 counter,EBNA-1 inhibitor,GSTO1 counter,LYPLA2 counter,PREPL inhibitor,PAFAH1B3 FP inh,PAD4 FP inh,ZTA counter
N#Cc1nc(Cc2ccccc2)oc1NCCCn1ccnc1,-6,1,1,5,-1,0,6,-2,2
COc1ccc(C(=O)NNC(=S)NC(=O)C(C)(C)C)cc1,3,1,-15,14,-11,6,6,-6,-6
CCc1cccc(NC(=O)CCCN2C(=O)C(c3ccccc3)Oc3cccnc32)c1 (stereo not drawn),3,-3,-2,-5,1,-35,-4,5,3
O=C(NCCCN=C1NS(=O)(=O)c2ccccc21)c1ccc(S(=O)(=O)N2CCCCC2)cc1,-3,-1,-5,4,12,8,2,1,14
Nn1cc(-c2ccccc2)nc1SCC(=O)N1CCN(S(=O)(=O)c2ccccc2)CC1,0,1,12,0,-7,0,6,-7,-5
CCOC(=O)Cc1c(C)nc2cc(-c3ccc(C(C)(C)C)cc3)[nH]n2c1=O,3,-2,0,2,3,10,0,3,-12
C/C(=N\NC(=S)NC1CCCCC1)c1ccc(Cl)c(Cl)c1,-4,2,1,11,2,-1,2,0,-6
CCC(C)C(NC(=O)OC(C)(C)C)C(=O)NC(C)C(N)=O (stereo not drawn),1,-1,12,1,-2,-1,7,6,16
CN(c1ccccc1C(=O)Nc1ccc2c(c1)OCCO2)S(C)(=O)=O,3,1,3,-1,1,-6,3,0,8
O=C(O)C1CCC(=O)N1C1c2ccccc2Oc2ccccc21 (stereo not drawn),-5,1,-8,10,-5,-7,0,4,-9
CN(C)CCN(C(=O)C1CCN(S(=O)(=O)c2cccs2)CC1)c1nc2c(F)cccc2s1,-2,-1,3,10,-6,1,6,0,-9
Cc1ccc(C(=O)Nc2nc(-c3ccccn3)cs2)s1,8,-3,/,/,-7,5,12,2,-6
COC(=O)c1ccc(C(=O)Nc2ccc3nc(-c4ccncc4)[nH]c3c2)cc1,-2,-5,-10,-14,-10,-1,6,-9,1
COc1ccc(-c2ccnc3[nH]n(-c4ccccc4)c(=O)c23)cc1,-5,-3,-5,5,0,-10,8,6,-7
COc1cc(N)cc(NC(=O)c2ccncc2)c1,-4,1,4,-1,6,6,-1,1,5
CN(C)C(=O)C(Sc1ccc(S(=O)(=O)N2CCCC2)cn1)c1ccccc1 (stereo not drawn),3,1,/,/,-1,-2,1,2,4
COc1ccc(NC(=O)CN(C)C(=O)c2cccnc2Sc2ccc(C)c(C)c2)cc1,2,2,-2,-4,3,8,0,-2,2
O=S(=O)(c1cccc2nsnc12)N1CCNCC1,-4,1,1,12,-7,5,5,3,-8
CC(C)n1cc(C(=O)c2ccccc2O)cc(C#N)c1=O,8,1,-16,8,9,14,21,-1,-26
CC(Oc1ccc2cc(-c3ccccc3)c(=O)oc2c1)C(=O)NCC1CCC(C(=O)O)CC1 (stereo not drawn),1,1,-9,-14,6,15,-1,-3,-8

# Part of the list above in order of length of the SMILES, ascending:
SMILES,PAFAH2 inh,LYPLA1 counter,EBNA-1 inhibitor,GSTO1 counter,LYPLA2 counter,PREPL inhibitor,PAFAH1B3 FP inh,PAD4 FP inh,ZTA counter
COc1ccc(-c2nn(CCC#N)cc2C=C(C#N)C#N)cc1,-3,1,3,-1,2,1,2,8,-3
CC(=O)Nc1cccc(N2C(=O)CC(Cc3ccccc3)C2=O)c1 (stereo not drawn),-3,7,0,4,15,-2,-1,0,-1
CCOC(=O)Cc1c(C)nc2cc(-c3ccc(C(C)(C)C)cc3)[nH]n2c1=O,3,-2,0,2,3,10,0,3,-12

# (cont.)
SMILES,PAFAH2 inh,LYPLA1 counter,EBNA-1 inhibitor,GSTO1 counter,LYPLA2 counter,PREPL inhibitor,PAFAH1B3 FP inh,PAD4 FP inh,ZTA counter
CC(C)c1ccc(NC(=O)CNC(=O)Cn2cnc3ccccc3c2=O)cc1,-4,0,14,10,0,6,5,0,13
c1ccc(CNc2ncnc3c2cnn3Cc2ccccc2)cc1,5,0,4,-5,1,-27,8,0,-10
CN(CC(=O)Nc1ccccc1Cl)C(=O)CSc1nncs1,4,5,-3,5,3,13,6,3,-3
COc1cccc(N2CC(C(=O)Nc3c(C)cccc3C)CC2=O)c1 (stereo not drawn),-6,5,-1,11,7,0,2,0,-14
NNC(=O)c1csc(-c2cccc(C(F)(F)F)c2)n1,1,-1,6,-3,1,-6,11,2,9
c1ccc(-c2nc(Sc3ncnc4c3cnn4-c3ccccc3)n[nH]2)cc1,/,-5,6,-15,-5,-1,/,5,10
CCOCCn1ccc2c(OCC(=O)Nc3ccc(OC)cc3OC)cccc2c1=O,3,-2,-6,-10,-1,15,6,-2,7
CC(=O)N1CCN(c2ccccc2NC(=O)COc2cc(C)ccc2C(C)C)CC1,2,-2,3,3,3,-29,0,-3,-2
Cc1ccc(S(=O)(=O)N2CCOCC2)cc1C(=O)NCc1ccccn1,4,-3,/,/,-4,-2,3,0,8
O=C(O)/C=C/c1ccc(S(=O)(=O)Nc2ccccc2C(=O)Nc2ccc(F)cc2)cc1,-3,-3,-10,-11,-5,10,12,0,1
CCOC(=O)c1sc(NC(=O)CCN2C(=O)c3ccccc3C2=O)c(C(=O)OCC)c1C,-6,2,-10,3,-3,-6,-6,0,8
COC(=O)c1sc(C(C)(C)C)cc1CSc1ccccc1,-4,2,6,5,4,9,3,3,-5
COc1ccc2[nH]c3c(c2c1)CCC/C3=N\N,2,1,1,9,0,1,7,0,5
Cc1cccc(C(=O)NC2CCN(CC(=O)NCc3ccccc3F)CC2)c1,2,0,1,-5,-1,-5,0,2,8
CCCCCC(=O)NNC1=NCC(Cc2ccccc2)S1 (stereo not drawn),6,-1,-1,15,-6,0,5,-2,-4
COC(=O)c1ccc(C(=O)OC)c(NC(=S)N2CCCC(C)C2)c1 (stereo not drawn),-1,1,-4,2,5,5,3,-3,-11
COc1ccc(-c2nnc(SCC(=O)N3CCc4ccccc4C3)o2)cc1,2,2,2,3,2,-26,6,-2,4
COc1ccc(CN2CCC(N(CCc3ccccc3)Cc3ccccc3)CC2)c(OC)c1,2,3,-9,3,6,-20,2,0,-4
CC(=O)Nc1cccc(-n2c(=O)n(Cc3ccccc3)c(=O)c3[nH]cnc32)c1,7,2,-4,-3,5,8,-8,2,-6
Cc1cccc(C)c1NC(=O)C1=C(O)c2sccc2N(C)S1(=O)=O,3,0,10,7,9,2,12,2,18
Cc1ccc(C(=O)Nc2cccc(O)c2)cc1S(=O)(=O)N1CCCCCC1,2,-12,8,-9,-6,15,3,3,-9
CCCC1C(C#N)=C(N)Oc2n[nH]c(C(C)(C)C)c21 (stereo not drawn),-6,0,7,0,5,23,0,-3,-8
O=C(NCC(=O)N1CCCCCCC1)c1ccco1,11,0,/,/,4,-1,9,-5,4
CCOC(=O)c1ccc(N=c2sc(C(=O)OC)cc(=O)n2-c2ccc(C(=O)OCC)cc2)cc1,-16,-27,3,3,-47,-10,-19,3,8
COc1cccc(CNC(=O)c2nnn(CC(=O)Nc3ccc4c(c3)OCO4)c2N)c1,-1,2,5,-10,8,-3,-2,-1,2
COc1ccc(-c2cc(-c3ccccc3)nc(SC(C)C(=O)O)c2C#N)cc1 (stereo not drawn),2,-5,6,-8,-1,8,0,6,6
CN1CCN(CC(=O)N2c3ccccc3C(=O)Nc3cccnc32)CC1,/,0,1,3,-1,2,/,-5,3
Cc1csc(NC(=O)C2CCCN(S(=O)(=O)c3ccc(Br)s3)C2)n1 (stereo not drawn),-1,-2,-11,46*,-4,8,6,-3,1
Cc1cc([N+](=O)[O-])ccc1NC(=O)C(C)NC1CCCCC1 (stereo not drawn),4,10,5,2,4,8,12,2,1
Cc1cc(OCC(=O)Nc2ccccc2N2CCCCC2)ccc1C(C)C,3,-1,-4,-8,-1,5,-7,0,-15
COc1ccc(/C=C2\SC(=O)N(CCC(=O)N3CCCCC3CCO)C2=O)cc1 (stereo not drawn),7,-4,-3,-7,5,39,1,-1,17
COc1ccc(NC(C)=O)cc1NC(C)C(=O)Nc1cccc(S(=O)(=O)N2CCOCC2)c1 (stereo not drawn),5,0,/,/,-1,14,2,-1,-12
CC(C)n1c(O)c(N=Nc2ccc(Cl)nn2)c2ccccc21,-3,-2,8,-7,15,1,-5,-4,5
COc1cc(C=NNC(=O)c2ccc(NS(=O)(=O)c3cccs3)cc2)cc(Br)c1O,5,/,/,/,/,15,8,-5,/
